Screens from PubChem BioAssay.
Tb PGK inh: T. brucei PGK inhibition; PGK/GAPDH coupled, Kinase-Glo luminescence, 60 min; 0.043% of 380,000 active; P07378; Potency, µM (top dose mostly 57.5 µM), for inactives: at the top dose activity change, negative = inhibition, actives largely listed as inhibitors; AID 602233; note: potency is the fitted concentration of half-maximal effect; % is set by controls: 0 for no effect and ±100 for the full control effect; nearly all actives have a fitted effect of over 60% in size
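Recombinant glycosomal PGK reaction used 1,3-bisphosphoglycerate generated in-well by GAPDH (100nM final) in 100mM TEA pH 7.6, 5mM MgCl2, 0.01% Tween-20. After 60 minutes at room temperature, ATP was read by Kinase-Glo Plus luminescence end-point.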
GLS inhibitor: inhibitors of human glutaminase (GLS); O94925; GLS enzymatic activity, qHTS titration; Potency, µM (titrated, usually from 45.5 µM), inactives show top-dose activity change, negative = inhibition, usual class: inhibitors; 0.21% of 410,000 active; AID 624170; note: potency is the fitted concentration of half-maximal effect; % is set by controls: 0 for no effect and ±100 for the full control effect
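Read-out is an Amplex red fluorescence increase coupled through glutamate oxidase and HRP, measured before and after 30 min room-temperature incubation. hKGA is in 45 mM KH2PO4 (pH 8.2) with 0.02% Tween-20; glutamine added as 1mM solution.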
Pin1 inh: human Pin1 inhibition; Q13526; Pin1 FP peptide displacement, HiFluor488, 10 min; Potency, µM (series often up to 115 µM), inactives show at the top dose activity, negative = inhibition, hits mostly inhibitors; 0.009% of 390,000 active; active = well fitted inhibition curve with a large enough effect in the polarisation, with a control signal flat, not every such curve was filed as active; inconclusive = small, poorly fitted or top-dose-only effect, or effect the other way, or a change in a side signal; inactive = no such curve, though single readings can be large or run the other way; the % refers to the polarisation; note: potency is the fitted concentration of half-maximal effect; % is set by controls: 0 for no effect and ±100 for the full control effect
Target sequence (Q13526 whole entry, looked up): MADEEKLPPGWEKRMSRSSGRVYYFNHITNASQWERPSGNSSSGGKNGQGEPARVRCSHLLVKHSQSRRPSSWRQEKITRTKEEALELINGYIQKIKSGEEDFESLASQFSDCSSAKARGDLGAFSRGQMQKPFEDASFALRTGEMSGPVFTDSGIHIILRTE
PI4K2A block: PI4K2A (human) kinase inhibition; Q9BTU6; purified PI4K2A, ADP-Glo luminescence, 1 h; active compounds read low; activity change, negative = inhibition, % at 76.9 µM; 0.13% of 420,000 active; AID 1346378; in the data active = activity change below about -50%; inconclusive = mostly about -30% to -49%;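 note: -100% = wells without enzyme as full effect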
Target sequence (Q9BTU6 whole entry, looked up): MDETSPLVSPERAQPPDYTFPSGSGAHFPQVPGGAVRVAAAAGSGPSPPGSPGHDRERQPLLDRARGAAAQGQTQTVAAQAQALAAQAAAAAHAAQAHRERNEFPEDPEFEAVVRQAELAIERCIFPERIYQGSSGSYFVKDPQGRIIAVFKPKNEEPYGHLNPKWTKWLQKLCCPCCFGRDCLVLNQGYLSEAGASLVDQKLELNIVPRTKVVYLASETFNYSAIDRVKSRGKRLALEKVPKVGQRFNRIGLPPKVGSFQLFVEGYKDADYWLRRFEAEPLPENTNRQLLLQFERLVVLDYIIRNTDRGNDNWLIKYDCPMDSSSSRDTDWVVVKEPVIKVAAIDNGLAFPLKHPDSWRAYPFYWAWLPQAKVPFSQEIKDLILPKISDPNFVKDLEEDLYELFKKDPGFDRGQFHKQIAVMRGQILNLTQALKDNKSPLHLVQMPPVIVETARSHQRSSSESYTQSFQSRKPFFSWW
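In this quantitative HTS, ADP production by PI4K2A was quantified luminescently after 1 h at ambient temperature; 100 microM adenosine served as plate-quality control.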
JMJD2A Tudor: JMJD2A Tudor domain (human) inhibition; O75164; AlphaScreen JMJD2A-Tudor / H3K4me3 peptide binding; Potency, µM (top dose mostly 114 µM), without a hit: at the top dose activity change, negative = inhibition, hits mostly inhibitors; 4.4% of 390,000 active; note: potency is the fitted concentration of half-maximal effect; % is set by controls: 0 for no effect and ±100 for the full control effect; nearly all actives have a fitted effect of over 50% in size
HP1b binding inh: inhibitors of HP1-beta chromodomain binding to methylated histone tails. P83916. AlphaScreen HP1-beta / biotin-H3K9me3 peptide binding. Potency, µM (titrated, usually from 114 µM), inactives show top-dose activity change, negative = inhibition, hits mostly inhibitors. 0.56% of 390,000 active. AID 540317; note: potency is the fitted concentration of half-maximal effect; nearly all actives have a fitted effect of over 70% in size; inactives centre near 23
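AlphaScreen: HP1-beta (50 nM) preformed 30 min with biotin-H3(1-18)K9me3 peptide (50 nM) in PBS pH 7.4, 0.01% Tween-20. Compound added for 30 min at RT, then streptavidin donor/nickel chelate acceptor beads (10 ug/mL) for 30 min.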
Pol eta inh: DNA polymerase eta (human) inhibition; Q9Y253; recombinant Pol eta, fluorescent DNA replication assay; Potency, µM (highest dose often 114 µM), without a hit: at the highest dose activity change, negative = inhibition, hits mostly inhibitors; 1.2% of 390,000 active; AID 588591; note: potency is the fitted concentration of half-maximal effect; % is set by controls: 0 for no effect and ±100 for the full control effect
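Pol eta at 10 nM preincubated with compounds 15 min at room temperature; reaction started with fluorescent substrate (50 nM final) and read kinetically at 0 and 10 min.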
BAZ2B inh: BAZ2B (human) inhibition. AID 504333. Q9UIF8. AlphaScreen BAZ2B-H3K14Ac peptide displacement. Potency, µM (doses to about 114 µM), inactives show at the top dose activity change, negative = inhibition, most hits filed as inhibitors. 4.4% of 360,000 active; note: potency is the fitted concentration of half-maximal effect; % is set by controls: 0 for no effect and ±100 for the full control effect; nearly all actives have a fitted effect of over 60% in size
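Compounds, titrated to a top concentration of 110 uM, were incubated 30 min at room temperature with preformed BAZ2B/acetyl-K14 H3 peptide complex (50 nM each). Proximity signal was measured by AlphaScreen after 20 min with beads.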
G9a inh: blocks human histone lysine methyltransferase G9a; Potency, µM (series often up to 102 µM), inactives show top-dose activity, negative = inhibition, hits mostly inhibitors; G9a H3K9 monomethylation, AlphaScreen, 2 h; 8.8% of 350,000 active; Q96KQ7; AID 504332; note: potency is the fitted concentration of half-maximal effect; % is set by controls: 0 for no effect and ±100 for the full control effect; nearly all actives have a fitted effect of over 75% in size
Target sequence (Q96KQ7 913-1193 limits assumed): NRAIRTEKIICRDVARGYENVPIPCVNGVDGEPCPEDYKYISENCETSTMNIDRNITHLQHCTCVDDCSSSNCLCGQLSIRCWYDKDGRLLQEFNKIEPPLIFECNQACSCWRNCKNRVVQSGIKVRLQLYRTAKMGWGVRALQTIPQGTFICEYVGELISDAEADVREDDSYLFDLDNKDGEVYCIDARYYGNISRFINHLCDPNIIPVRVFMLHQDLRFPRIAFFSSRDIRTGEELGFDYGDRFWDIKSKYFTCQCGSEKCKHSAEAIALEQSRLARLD
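Chemiluminescent proximity detection of H3K9 monomethylation, read after 10 min bead incubation in the dark. Reaction: 20 nM G9a, 500 nM biotin-H3K9 peptide, 20 uM SAM cofactor, 2 h, room temperature, following 15 min enzyme-compound preincubation.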
Active calls of the source: *; i = inactive; ? = inconclusive; . = no result given; & = joins results of further samples; [ ] = another dose, or the depositor's remark. Unless noted, calls come from the whole dose curve; as a rule, active = well fitted curve in the direction sought with a large enough effect; inconclusive = small, poorly fitted or top-dose-only effect, or another doubt; inactive = no such curve, though single readings can be large; an effect the other way counts as inactive or inconclusive. Some of the compounds tested (hit frequency here may not be typical).

SMILES	Tb PGK inh	GLS inhibitor	Pin1 inh	PI4K2A block	JMJD2A Tudor	HP1b binding inh	Pol eta inh	BAZ2B inh	G9a inh
COC(=O)C1=C(C)N(c2ccccc2)/C(=C/c2ccco2)C1=O	-1%	0%	-1%	-4	-7%	18%	-7%	-6%	.
COc1ccccc1C(CNC(=O)c1cccc(S(=O)(=O)NCc2ccccc2)c1)N(C)C (stereo not given)	-9%	4%	?	2	-14%	19%	-12%	4%	3%[0.501 µM]
C#CCOCCOCCOCCNc1nc(N2CCN(C(=O)[C@H](C(C)C)n3cc(CCO)nn3)CC2)nc(N2CCN(C(=O)[C@H](C)n3cc(CCCN=C(N)N)nn3)CC2)n1	i	6%	3%	-6	-16%	22%	-9%	.	.
O=C(NC1CC1)c1cc(=S)[nH]c2ccccc12	2%	-26%	-8%	0	18µM*	0%	-20%	.	.
O=C1Nc2ccccc2OCc2c1cccc2[N+](=O)[O-]	6%	2%	?	1	-8%	20%	-10%	-19%	-1%
[N-]=[N+]=CC(=O)C(O)(c1ccccc1)C(Cl)c1ccccc1 (stereo not given)	i	0%	-5%	-2	-17%	25%	-1%	.	.
CC(OC(=O)c1ccc(Br)c(S(=O)(=O)N2CCOCC2)c1)C(=O)NC1CCCCC1C (stereo not given)	-9%	1%	-1%	-2	-2%	46%[activator]	-7%	-4%	?
CCN(CC)c1ccc(C(=O)Nc2ccc3nc(N(CC)CC)cc(C)c3c2)cc1	-7%	21%	28%	1	-19%	18%	-19%	-1%	-34%[59 µM]
O=C(COC(=O)c1cccnc1Nc1cccc(C(F)(F)F)c1)NCc1ccc2c(c1)OCO2	-6%	-17%	2%	2	2%	52%[activator]	-7%	-1%[57.1 µM]	0%[59 µM]
O=C(CNC(=O)/C(=C\c1ccccc1)NC(=O)c1ccc(Br)cc1)OCc1ccccc1	-8%	3%	0%	-2	-17%	29%	-12%	-14%	-6%
O=C(NN1C(=O)c2ccc3c4c(ccc(c24)C1=O)CC3)c1ccc(Br)cc1	i	14%	5%	1	-6%	32%[activator]	-2%	?	.
CCC1(c2ccccc2)NC(=O)N(CC(=O)Nc2ccc(S(=O)(=O)NC3=NCCCCC3)cc2)C1=O (stereo not given)	3%	7%	0%	1	-12%	1%	-3%	11%	50µM*
Cc1ccc(S(=O)(=O)N2CCC[C@H]2C(=O)OCc2nc3ccccc3s2)cc1	-9%	-24%	10%	11	1%	-14%	-7%	.	.
COc1ccc(C2=CCCCCC2)c(OC)c1OC	i	0%	1%	-5	37%[activator]	42%[57 µM]	-9%	.	.
Cc1ccnc(SC2CC(=O)N(c3ccccc3)C2=O)n1 (stereo not given)	-3%	-1%	.	3	.	.	-4%	.	.
COc1ccc(OC)c(NC(=O)CN(C)CC(=O)Nc2ccccc2Br)c1	-10%	-7%	-1%	3	8.9µM*	-3%	-19%	45µM*	7.9µM*
COc1ccccc1N1CCN(C(=S)NC(=O)c2ccc([N+](=O)[O-])cc2)CC1	-9%	1%	.	5	.	.	-16%	.	.
CNC(=O)CN1C(=O)c2ccccc2S1(=O)=O	i	-8%	-6%	6	-5%	37%	-7%	-39%	?
CCOc1ccc(NC(=O)Cc2ccc(NC(=O)N3CCCCc4ccccc43)cc2)cc1	9%	4%	-1%	0	-25%	12%	-15%	-23%	15%[59 µM]
COc1ccc(CCNc2oc(COc3ccccc3F)nc2C#N)cc1OC	-8%	18%	29%	-15	-27%[11.4 µM]	?	-11%	?	45µM*
COc1ccc(N2CCN(C(=O)C3CCCN(S(=O)(=O)c4ccc5c(c4)oc(=O)n5C)C3)CC2)cc1 (stereo not given)	0%&-5%	23%&8%	-14%&10%	7&-3	-11%&-20%	6%&7%	6%&-19%	-29%&-7%	?
CN1c2ccc([N+](=O)[O-])cc2C(C)(C)C12C=Cc1cc(C(=O)O)ccc1O2 (stereo not given)	-4%	26%	9%	0	-31%	2%	?	?	?
COc1ccc(CCC2CCNCC2)cc1	.	-2%	0%	-2	-6%	19%	-6%	-18%	-6%
COc1ccc(C(=O)c2c(-c3ccc(OC)cc3)oc3ccc(-c4cc(OC)c(OC)c(OC)c4)cc23)cc1	8%	1%	11%	-1	-21%	22%	-12%	.	.

Some of the entries so far, bar-delimited.
smiles | Tb PGK inh | GLS inhibitor | Pin1 inh | PI4K2A block | JMJD2A Tudor | HP1b binding inh | Pol eta inh | BAZ2B inh | G9a inh
O=C(NN1C(=O)c2ccc3c4c(ccc(c24)C1=O)CC3)c1ccc(Br)cc1 | i | 14% | 5% | 1 | -6% | 32%[activator] | -2% | ? | .
CCN(CC)c1ccc(C(=O)Nc2ccc3nc(N(CC)CC)cc(C)c3c2)cc1 | -7% | 21% | 28% | 1 | -19% | 18% | -19% | -1% | -34%[59 µM]

(further entries)
SMILES	Tb PGK inh	GLS inhibitor	Pin1 inh	PI4K2A block	JMJD2A Tudor	HP1b binding inh	Pol eta inh	BAZ2B inh	G9a inh
CCN(c1ccccc1)S(=O)(=O)c1ccc(C(=O)NNC(=O)c2ccccc2F)cc1	i	13%	2%	1	-14%	50%[activator]	-16%	-5%	8%[12.7 µM]
Cc1cc(C)c(NC(=O)COc2ccccc2C(=O)Nc2ccc3c(c2)oc2ccccc23)c(C)c1	-7%	0%	3%	0	-2%	6%	5%	8%	18%
CN(C)c1nc2c(c(=O)[nH]c(=O)n2C)n1Cc1ccc(F)cc1	-2%	-6%	-3%	-7	-1%	28%	1%	-4%	?
COc1ccc(/C=C2/CCC(CN3CCOCC3)C2=O)cc1 (stereo not given)	-8%	14%	7%	40	79µM*	?	?	.	.
Cc1nn(Cc2cccc(C(=O)Nc3ccn(Cc4ccccc4)n3)c2)c(C)c1[N+](=O)[O-]	i	1%	-9%	-3	-17%	17%	-15%	3%	8%[12.7 µM]
COc1cccc(CNC(=O)CCCN2C(=O)CSc3c2c(C)nn3-c2ccccc2)c1OC	0%	-10%	-4%	-1	-12%	-3%	-7%	-23%	3%[59 µM]
CCC(C)(CC(=O)Nc1nccs1)c1ccccc1 (stereo not given)	10%	-6%	-9%	1	-9%	19%	-4%	-9%	14%
O=C(CCc1nc(-c2ccccc2Cl)no1)NCc1ccco1	-1%	0%	-6%	4	-9%	16%	2%	-26%	0%
Cc1c(C(=O)OC2CCC(C)CC2)[nH]c2c1C(=O)CC(c1ccc(F)cc1)C2 (stereo not given)	-8%	2%	-8%	-4	-15%	19%	-9%	0%	7%[59 µM]
COc1ccc(N2CCN(C(=O)CCn3cnc4onc(-c5ccc(F)cc5)c4c3=O)CC2)cc1	8%	23%	-1%	-2	?	-10%	-7%	?	14µM*
C/C(=C\C(=O)c1ccc(Br)cc1)NCc1ccc2c(c1)OCO2	-3%	-1%	19%	1	6%	89%[activator]	3%	4%	27%
COc1ccc(-c2cc(C(=O)NN)[nH]n2)cc1	3%	-14%	2%	4	-9%	26%	-5%	-8%	0%[59 µM]
CCOc1cc(C2c3c(n[nH]c3C)C(=O)N2c2ccc(Br)cc2)ccc1O (stereo not given)	-11%	12%	1%	-5	1%	30%	0%	?	2%[12.7 µM]
CCOc1ccc(-n2c(C)c(C(=O)O)c3cc(OC)ccc32)cc1	-1%	-6%	1%	-3	-17%	16%	-2%	-4%	-3%
NS(=O)(=O)c1ccc(NC(=O)CN2C(=O)CCC2=O)cc1	-2%	0%	0%	2	2%	44%[activator]	-23%	3%	-8%[59 µM]
COc1ccc(NC(=O)c2ccc(C)cc2)c[n+]1[O-]	i	-4%	1%	-2	-13%	10%	1%	-2%	4%
COc1ccc2oc(C(=O)c3ccccc3)c(N)c2c1	i	1%	-1%	0	5%[57.1 µM]	48%[activator]	4%	-29%	3%
CN(c1ccc(OCC(=O)NC2CCC(O)CC2)cc1)S(=O)(=O)c1ccc(Cl)cc1 (stereo not given)	7%	-6%	0%	8	-11%	22%	-20%	.	.
COc1ccc2c(c1)CCc1c(C(=O)NCc3ccc(Cl)cc3)noc1-2	1%	0%	-2%	4	6%	26%	-4%	9%	21%
COc1cc(OC)cc(-c2c(-c3cccs3)c3cc(-c4ccc(OC)cc4F)ccc3n2C)c1	5%	9%	39%[activator]	147	-15%	19%	-12%	2%	2%[0.501 µM]
Brc1ccc(-c2noc(-c3ccccc3)n2)o1	-1%	0%&-2%	9%&1%	2&-7	33%&1%	24%&17%	-11%	1%&-7%	56%[activator]
O=C(c1ccccc1F)N1CCN(S(=O)(=O)c2ccc3ccccc3c2)CC1	-3%	-2%	3%	-3	-12%	46%[activator]	-17%	0%	11%
CCNS(=O)(=O)c1cc(-c2nnc(OC)c3ccccc23)ccc1C	4%	-1%	0%	2	-8%	34%	-21%	7%	17%
O=C(Oc1cccc(-n2cnnn2)c1)c1sc2ccccc2c1Cl	4%	19%	7%	5	-15%	27%	-1%	-5%	-1%[59 µM]
O=C(Nc1cccc(S(=O)(=O)N2CCCCC2)c1)c1ccc2ccccc2n1	-1%	13%	29%	3	-16%	7%	-19%	-23%	-47%[59 µM]
CCOC(=O)c1c(S(=O)(=O)NCC(=O)Nc2ccc(C(C)=O)cc2)c(C)n(C)c1C	i	-5%	-1%	7	-10%	48%[activator]	7%	-8%	6%[59 µM]
O=C(/C=C/c1ccco1)N(Cc1cccc(Br)c1)C1CCS(=O)(=O)C1 (stereo not given)	-6%	3%	-15%	-15	-24%	-2%	-17%	?	.
COc1ccc(S(=O)(=O)N(C)C[C@H]2Oc3c(NS(=O)(=O)c4ccc(F)cc4)cccc3C(=O)N([C@H](C)CO)C[C@@H]2C)cc1	i	-4%	-9%	7	-7%	39%	-7%	.	.
